# tim10-1 inh: inhibits growth of tim10-1 mutant yeast | S. cerevisiae tim10-1 ts strain growth, BacTiter-Glo, 24 h | inhibition, % at 20 µM | actives 2.2% (n = 330,000) | AID 463190;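 active means inhibition of at least 40%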;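 further: mutant grown at 25 °C; 0% = DMSO wells with yeast and 100% = wells holding no yeast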
# hIAP block: human IAP inhibition; P09923; purified IAP, CDP-Star luminescence, 30 min; inhibition, % at 10 µM; actives 0.12% (n = 330,000); AID 2544;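 active means inhibition reaching a set limit with compound at 10 µM in the primary screen, cut at about 35% in these data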;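 further: plate controls were DMSO wells with enzyme for no effect and no-enzyme buffer wells for full effect; values of inactives mirror those of a sister screen read the other way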
# Target sequence (P09923 whole entry, looked up): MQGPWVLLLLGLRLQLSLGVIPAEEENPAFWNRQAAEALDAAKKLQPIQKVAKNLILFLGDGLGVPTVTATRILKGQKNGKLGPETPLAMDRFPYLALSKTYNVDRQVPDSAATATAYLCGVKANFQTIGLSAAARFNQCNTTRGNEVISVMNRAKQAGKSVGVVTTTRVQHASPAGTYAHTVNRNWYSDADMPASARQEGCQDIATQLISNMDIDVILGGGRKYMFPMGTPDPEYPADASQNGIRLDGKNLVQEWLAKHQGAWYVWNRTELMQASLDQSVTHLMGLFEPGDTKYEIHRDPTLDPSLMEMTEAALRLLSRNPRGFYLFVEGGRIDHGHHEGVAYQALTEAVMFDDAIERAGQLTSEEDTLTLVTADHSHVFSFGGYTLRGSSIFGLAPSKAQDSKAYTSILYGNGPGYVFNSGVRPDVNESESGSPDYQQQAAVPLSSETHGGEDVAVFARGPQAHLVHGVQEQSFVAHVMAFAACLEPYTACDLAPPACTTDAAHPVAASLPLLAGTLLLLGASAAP
# hIAP activ: human IAP activation; P09923; actives 0.16% (n = 330,000); AID 2524; activation factor at 10 µM; purified human IAP, CDP-Star luminescence, 30 min; hits give high values; 1 = vehicle-only enzyme, 0 = enzyme-free background;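 active means activation factor of the enzyme at least 2-fold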; further: the source names both 10 and 20 µM as test concentration; values of inactives mirror those of a sister screen read the other way
# ATG4B inhibitor: blocks human ATG4B protease cleavage of LC3 substrate; actives 0.51% (n = 340,000); inhibition, % at 8.33 µM; Q9Y4P1; AID 504462; ATG4B cleavage of LC3-PLA2, NBD-HPC fluorescence, 1 h; in the data active means inhibition above about 40%
# Target sequence (Q9Y4P1 whole entry, looked up): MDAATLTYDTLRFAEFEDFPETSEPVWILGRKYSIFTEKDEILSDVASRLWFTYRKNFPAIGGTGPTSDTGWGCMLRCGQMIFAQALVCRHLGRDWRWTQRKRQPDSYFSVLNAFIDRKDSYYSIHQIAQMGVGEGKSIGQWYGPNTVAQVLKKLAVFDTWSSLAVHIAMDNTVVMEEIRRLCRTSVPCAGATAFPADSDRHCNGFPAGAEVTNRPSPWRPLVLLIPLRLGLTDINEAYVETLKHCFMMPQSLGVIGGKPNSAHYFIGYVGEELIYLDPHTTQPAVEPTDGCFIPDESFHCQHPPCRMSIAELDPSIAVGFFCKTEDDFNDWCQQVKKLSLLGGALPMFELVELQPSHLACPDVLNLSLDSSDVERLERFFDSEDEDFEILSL
# mIAP activ: mouse IAP activation. muIAP, CDP-Star luminescence, 30 min; hits give high values; 1 = vehicle-only enzyme signal, 0 = enzyme-free wells. activation factor at 10 µM. actives 0.24% (n = 330,000);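 active means activation factor of at least 2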; further: the source names both 10 and 20 µM as test concentration; values of inactives mirror those of a sister screen read the other way
#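 System: mouse IAP enzyme. Reagent: CDP-Star chemiluminescent phosphatase substrate. Benchmarks: DMSO wells, no-enzyme wells. Times: 30 min enzyme-substrate-compound incubation at room temperature. Detection: luminescence from enzymatic CDP-Star hydrolysis. Doses: test compounds delivered from DMSO solution.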
# NALP3 yeast inh: NALP3 inhibition in yeast; Yeast reconstituted NLRP3/ASC/caspase-1, beta-gal luminescence, 24 h; inhibition, % at 10 µM; actives 0.39% (n = 330,000); AID 2825;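 active means inhibition of 50% or more; inactive means inhibition below 50%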;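 further: plate controls were induced DMSO wells for no effect and uninduced yeast grown without galactose for full effect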
# Apaf1 inhib: blocks human Apaf-1 apoptosome activity | O14727 | reconstituted apoptosome caspase-3 activity, DEVD-Rh110 fluorescence | inhibition, % at 20 µM | actives 0.71% (n = 330,000) | AID 489030; active means inhibition of at least 40% at 20 µM;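 further: plate controls were DMSO wells for no effect and DEVD-CHO caspase inhibitor wells for full effect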
#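 Material: reconstituted apoptosome with Apaf-1, cytochrome c, caspase-9, procaspase-3, dATP. Technique: Rh110 fluorescence intensity. Buffer or medium: pH 7.5 Hepes buffer with CHAPS, BSA, DTT. Times: 30 min plus 50 min, RT.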
# mIAP block: mouse IAP inhibition; purified mouse IAP, CDP-Star luminescence, 30 min; inhibition, % at 10 µM; actives 0.2% (n = 330,000);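 active means inhibition of at least 40% at 10 µM in the primary screen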;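 further: plate controls were DMSO with enzyme for no effect and no enzyme wells for full effect; values of inactives mirror those of a sister screen read the other way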
# TIM10 inh: growth inhibitors of TIM10 yeast strain; actives 1.4% (n = 330,000); AID 463195; S. cerevisiae TIM10 strain growth, BacTiter-Glo luminescence, 24 h; inhibition, % at 10 µM;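 active means inhibition of 40% or more at the single tested concentration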;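 further: wild-type TIM10 isogenic control strain grown at permissive 25 °C; 0% = DMSO yeast wells and 100% = minimal medium wells without yeast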
# * = called active by the depositor.
# Under each structure: tim10-1 inh	hIAP block	hIAP activ	ATG4B inhibitor	mIAP activ	NALP3 yeast inh	Apaf1 inhib	mIAP block	TIM10 inh
1: CCc1nn(CC(=O)NC2CCN(Cc3ccccc3)CC2)c(=O)c2cc3cc(F)ccc3n12
    8	12	0.88	-8	1	23	8	-1	-2
2: Cc1cccc(C)c1NC(=O)CN(C)CC(=O)N(C)CC(=O)Nc1ccccc1Br
    -5	8	0.92	0	0.99	4	-11	1	2
3: Cc1nc(C)c(C(=O)Nc2cccc(F)c2)s1
    -6	5	0.95	17	1	18	-2	-4	-14
4: COC(CNC(=O)c1ccc2c(c1)ncn2-c1ccc(F)cc1F)OC
    -5	-8	1.1	-12	1	7	8	-3	-5
5: NC(=O)CC(NC(=O)Cc1cccc2ccccc12)c1ccc(NC2CCCCC2)c([N+](=O)[O-])c1 (centres undefined)
    6	6	0.94	0	0.89	7	0	11	4
6: CCOC(=O)c1[nH]c(=O)c2ccccc2c1O
    0	13	0.87	-1	0.92	-2	75*	8	-9
7: COc1ccccc1CNC(=O)CNCC1CCCO1 (centres undefined)
    -4	6	0.94	-3	0.93	21	-2	7	5
8: O=C(NCN1CCOCC1)c1cnccn1
    -1	10	0.9	-9	1	14	-4	-3	6
9: O=C1C2C(C(=O)N1/N=C/c1cc([N+](=O)[O-])c(O)cc1O)C1C=CC2C12CC2 (centres undefined)
    15	-18	1.2	1	0.74	4	4	26	17
10: COc1ccc(NC(=O)CSc2nnc(Cn3cnc([N+](=O)[O-])n3)n2C)cc1
    3	4	0.96	2	1	15	-11	-4	-6
11: CCc1ccc(NC(=O)Cn2c3[n+](c4c(F)c(F)ccc42)CCCCC3)cc1
    -7	4	0.96	5	0.94	-35	20	6	-20
12: CS(=O)(=O)Nc1ccc(-c2cn3cccnc3n2)cc1
    17	4	0.96	-4	1	1	2	-3	-16
13: Cc1ccc(CCC(=O)Nc2ccc(Br)cc2)o1
    12	5	0.95	0	1.1	11	-10	-6	-3
14: CCN=C1SC(C(=O)Nc2ccc(Cl)c(Cl)c2)CC(=O)N1CC (centres undefined)
    -10	0	1	13	1.1	8	6	-14	28
15: CC(=O)N1CCN(Cc2nc3cc(NC(=O)c4ccccc4Cl)ccc3n2C)CC1
    -3	12	0.88	-7	1.1	-2	-1	-8	13
16: O=C(Nc1ccccc1F)c1ccc(Cn2cc(Br)cn2)cc1
    26	-15	1.2	-2	0.98	28	1	2	25
17: Cc1nc(N2CCCCC2)c2c(C)c(C(=O)Nc3cccc(C(F)(F)F)c3)sc2n1
    25	3	0.97	-19	0.86	8	34	14	-4
18: COc1cc(NC(=O)c2ccc(Cl)cc2)c(OC)cc1NC(=O)CN1CCOCC1
    21	-9	1.1	-15	1	4	5	0	12
19: CN(C(=S)NC1=CCS(=O)(=O)C1)C1CCCCC1
    16	-2	1	-1	1.1	1	0	-5	-4
20: CC(C)N1CC(COc2ccccc2Cl)OC1=O (centres undefined)
    17	0	1	-1	0.93	18	-21	7	10
21: COc1ccc(CCNc2nc3ccccc3n3nnnc23)cc1OC
    12	4	0.96	-7	0.86	12	-2	14	16
22: O=C(CSc1cccc2cccnc12)N/N=C/c1cccc(O)c1
    -8	7	0.93	-14	1	24	0	-1	-20
23: CC1Cc2ccccc2N1C(=O)CSc1nnc(-c2ccccc2)c(-c2ccccc2)n1 (centres undefined)
    38	3	0.97	17	0.85	-30	4	15	30
24: CC1CN(C(=O)C2CC2)C(C)CN1C(=O)C1CC1 (centres undefined)
    7	8	0.92	0	1	2	6	-2	17
25: Cc1ccc(O)c(-c2[nH]ncc2C(=O)c2ccc(Cl)cc2)c1
    23	-75	1.8	-6	0.91	16	13	9	12
26: CC(C)CN(C)C(=O)CCc1nnc(Cc2ccc(-c3ccccc3)cc2)o1
    29	7	0.93	-18	1.1	4	11	-7	24
27: CCCCNS(=O)(=O)c1ccc2nc(-c3cccnc3)cc(C(=O)NCCCOC)c2c1
    7	8	0.92	2	0.98	-2	-5	2	6
28: CCN(CC)C(=O)C1CCCN(Cc2ccc3ccccc3c2)C1 (centres undefined)
    -2	-6	1.1	0	1.1	11	-13	-8	-8
29: COc1ccccc1N1CCN(Cc2nc(-c3ccc(F)cc3)oc2C)CC1
    27	-5	1.1	-2	1	22	-236	-3	5
30: CN(C(=O)c1ccc2nccnc2c1)C1CCCCC1
    11	-2	1	-9	1	17	-10	-1	12
31: O=C(CCn1c(=O)[nH]c2ccsc2c1=O)N(CCc1ccccc1)Cc1ccccc1
    24	-23	1.2	-9	0.9	6	19	10	12
32: CC(=O)c1c(C)[nH]c(C(=O)OCC(=O)NCc2ccc3c(c2)OCO3)c1C
    -16	-14	1.1	-16	1.2	12	-1	-15	0
33: CC1Cc2cc(/C(O)=C3\C(=O)C(=O)N(Cc4cccnc4)C3c3ccccc3F)ccc2O1 (centres undefined)
    7	-22	1.2	3	1	15	15	-1	4
34: CCCCN(C(=O)COC(=O)c1ccc(C)s1)c1c(N)n(CCC)c(=O)[nH]c1=O
    -10	-10	1.1	-4	0.93	12	-7	7	-1
35: O=c1cc(-c2ccc(O)cc2)oc2ccc3ccccc3c12
    33	10	0.9	2	0.97	61*	0	3	18
36: O=C(NCC(=O)N1CCN(c2ccccc2O)CC1)c1ccccc1
    -17	2	0.98	-9	1	9	20	-1	-24
37: Nc1ccc(C(=O)OCC(=O)Nc2ccc3c(c2)OCO3)cc1[N+](=O)[O-]
    7	10	0.9	-12	0.86	13	4	14	-15
38: CN(C)C(=O)c1ccc(NC(=O)c2cncc(Br)c2)cc1
    6	-18	1.2	-3	1	3	-13	-5	4
39: CCN(CC)C(NC(=O)Cc1ccccc1)C(Cl)(Cl)Cl (centres undefined)
    4	16	0.84	-9	0.95	-15	0	5	4
40: Nc1ccc(N2CCN(C(=O)c3ccco3)CC2)cc1
    10	2	0.98	3	0.87	13	-16	13	4

# Arranged by the number under mIAP block (ascending): three of the compounds above.
cpd | molecule | mIAP block
38 | CN(C)C(=O)c1ccc(NC(=O)c2cncc(Br)c2)cc1 | -5
25 | Cc1ccc(O)c(-c2[nH]ncc2C(=O)c2ccc(Cl)cc2)c1 | 9
37 | Nc1ccc(C(=O)OCC(=O)Nc2ccc3c(c2)OCO3)cc1[N+](=O)[O-] | 14

# With a hit mark in NALP3 yeast inh (from the list above):
cpd	molecule	tim10-1 inh	hIAP block	hIAP activ	ATG4B inhibitor	mIAP activ	NALP3 yeast inh	mIAP block
35	O=c1cc(-c2ccc(O)cc2)oc2ccc3ccccc3c12	33	10	0.9	2	0.97	61*	3

# Carrying on.
# Under each structure: tim10-1 inh	hIAP block	hIAP activ	ATG4B inhibitor	mIAP activ	NALP3 yeast inh	Apaf1 inhib	mIAP block	TIM10 inh
41: O=C1CC(c2ccccc2)CC(O)=C1C=NCc1ccc(Cl)cc1 (centres undefined)
    17	-1	1	-4	1.2	11	-11	-15	-4
42: O=C1CC(c2ccc(F)cc2)Cc2nc(N3CCOCC3)ncc21 (centres undefined)
    -4	2	0.98	-9	1	4	2	-1	-20
43: CCC1(c2ccc(F)cc2)NC(=O)N(CC(=O)Nc2ccccc2Cl)C1=O (centres undefined)
    -16	13	0.87	-3	0.99	-3	13	1	-9
44: COC(=O)c1c(NC(=O)c2ccc(S(=O)(=O)N3CCOCC3)cc2)sc2c1CCN(C)C2
    11	7	0.93	-14	1	11	-1	-2	21
45: O=C(O)CCN1C(=O)C2C3C=CC(C3)C2C1=O (centres undefined)
    7	-10	1.1	3	1	11	-9	0	-13
46: Cc1cc(=O)[nH]c(SCC(=O)Nc2ccc(Br)cn2)n1
    -10	-26	1.3	-7	1.1	0	1	-6	-21
47: CN(C)S(=O)(=O)c1ccc(C(=O)Nc2cccc(C(=O)N3CCOCC3)c2)cc1
    3	-8	1.1	-5	0.96	-9	8	4	8
48: Cc1ccccc1-c1nc(CN2CCC(C(=O)N3CCN(c4ccccn4)CC3)CC2)c(C)o1
    10	10	0.9	-8	1	-3	5	0	-12
49: O=C(Cc1c[nH]c2ccccc12)NCC(=O)Nc1ccc(F)c(F)c1F
    -15	20	0.8	-10	1.1	20	1	-7	-3
50: Cc1ccc(/C=C/C(=O)OCC(=O)Nc2cccnc2Cl)o1
    -10	-10	1.1	-6	0.95	-8	2	5	1
51: COc1cc(S(=O)(=O)Nc2cc(C)cc(C)c2)ccc1F
    12	-2	1	3	1	13	2	-2	3
52: COc1ccc(SN=C2C(C)=CC(=O)C=C2C)cc1
    71*	32	0.68	-4	0.84	11	2	16	91*
53: Cc1cc2cc(C)c(NCCNC(=O)c3cccs3)nc2cc1C
    36	-26	1.3	-4	1.1	33	21	-14	36
54: Cc1cc(C)n(-c2ccc(C(=O)Nc3nnc(C4CC4)s3)cc2)n1
    -11	-1	1	-1	1.1	24	-10	-11	-3
55: NS(=O)(=O)c1cnccc1Oc1cccc(Cl)c1
    12	-6	1.1	-6	0.93	-13	-9	8	18
56: O=C(NC1CCCC1)C1CCN(C(=O)Nc2cccc(Cl)c2)CC1
    0	2	0.98	4	1	15	0	-3	14
57: CC(NC(=O)c1ccc(Br)o1)C1CCCO1 (centres undefined)
    7	-18	1.2	0	0.87	12	-2	13	2
58: O=C(CCS(=O)(=O)c1cc(Br)cc2c1N(C(=O)C1CC1)CC2)N1CCN(c2ccccn2)CC1
    5	1	0.99	3	1.1	-2	-19	-7	-2
59: O=C(Nc1ccccc1Cc1ccccc1)c1ccncc1
    -7	-19	1.2	0	0.88	-1	7	12	8
60: O=C(CCC1COc2ccccc2O1)N1CCCC1 (centres undefined)
    8	9	0.91	3	0.96	-10	-5	4	-2
61: CN(CC(=O)Nc1ccccc1Cl)C(=O)C1CSC2(C)CCC(=O)N12 (centres undefined)
    -10	-4	1	-1	0.97	1	0	3	6
62: Cn1nnc2cc(C(=O)N3CCN(c4ccccc4)CC3)ccc21
    -11	7	0.93	0	1.2	-14	12	-17	10
63: CCc1ccccc1NC(=O)Nc1ccc2c(c1)OCO2
    7	-2	1	1	1.1	19	-5	-6	-9
64: COCCNC(=O)c1ccccc1N(Cc1ccccc1)S(=O)(=O)c1ccc(C)cc1
    33	15	0.85	3	1	14	7	-1	15
65: C#Cc1ccc([C@H]2C=C(C(=O)Nc3ccccc3)O[C@@H](OCc3ccc(CO)cc3)C2)cc1
    12	16	0.84	12	1.1	32	13	-6	4
66: CCN(CC)C(=O)Cn1cnc2sc(C(=O)N3CCN(c4ccc(OC)cc4)CC3)c(C)c2c1=O
    6	-8	1.1	-3	1	-14	-4	-4	7
67: CC(=O)NC(=S)Nc1cccc2ccc(C)nc12
    24	-6	1.1	-13	1.1	-5	0	-9	-22
68: Cc1ccc(C(=O)COC(=O)c2cc(C)no2)c(C)c1
    2	2	0.97	1	1	16	9	-1	0
69: O=C(c1ccccc1)c1cccc(NC(=O)C2CC2)c1
    27	1	0.99	-9	0.94	9	3	6	27
70: O=C(Cc1ccc([N+](=O)[O-])cc1)N1CCN(c2ccc([N+](=O)[O-])cc2)CC1
    21	-17	1.2	-1	0.91	23	13	9	-3
71: CCc1ccc(C(=O)OCC(=O)N(CC)c2c(N)n(Cc3ccccc3)c(=O)[nH]c2=O)cc1
    9	-4	1	-10	1.1	14	18	-13	1
72: O=C(Nc1ccc(/C=C/c2nc3ccccc3o2)cc1)c1c(F)cccc1F
    1	6	0.94	6	0.82	27	8	18	10
73: Cc1ccc(C2/C(=C(/O)c3ccc(Br)cc3)C(=O)C(=O)N2Cc2ccco2)o1 (centres undefined)
    -21	15	0.85	12	0.82	14	2	18	2
74: O=C(Cn1cncn1)NCc1cc(F)ccc1F
    8	11	0.89	-20	0.85	7	-11	15	-1

# Bioassay records deposited in PubChem by Sanford-Burnham Center for Chemical Genomics.
